High-throughput results from PubChem BioAssay.
697 NFkB inh = inhibitors of PMA/ionomycin-induced NF-kB reporter, 697 cells, primary screen, B-cell NF-kB inhibitor project, cell-based, luminescence, uHTS; 0.33% of 330,000 active; 697 B-cell NF-kB luciferase reporter, 16 h; inhibition, % at 4 µM; AID 435022, 2010; in the data active = inhibition above about 35%
UBC13 inh = UBC13 polyubiquitin chain formation inhibitors, primary screen, biochemical, TR-FRET, uHTS; Ubiquitin-conjugating enzyme E2 N (Homo sapiens), P61088; inhibition, % at 20 µM; 0.47% of 330,000 active; in the data active = inhibition above about 45%, passing the limit was not always enough
Target sequence (P61088 whole entry, looked up): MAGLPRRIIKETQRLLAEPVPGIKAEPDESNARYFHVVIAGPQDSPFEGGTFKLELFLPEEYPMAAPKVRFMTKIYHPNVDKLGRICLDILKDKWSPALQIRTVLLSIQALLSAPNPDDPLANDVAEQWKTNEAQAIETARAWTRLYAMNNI
SENP8 inh = SENP8 protease inhibitors, primary screen, biochemical, luminescence; Sentrin-specific protease 8 (Homo sapiens), Q96LD8; purified SENP8, Z-RLRGG-aminoluciferin cleavage; inhibition, % at 10 µM; 1.2% of 330,000 active; AID 2540, 2010
Target sequence (Q96LD8 whole entry, looked up): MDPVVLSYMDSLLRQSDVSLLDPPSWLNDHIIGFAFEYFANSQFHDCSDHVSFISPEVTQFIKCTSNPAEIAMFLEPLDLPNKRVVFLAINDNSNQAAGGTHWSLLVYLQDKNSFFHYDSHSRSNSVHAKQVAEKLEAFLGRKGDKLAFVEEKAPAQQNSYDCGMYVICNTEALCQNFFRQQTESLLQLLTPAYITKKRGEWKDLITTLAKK
HKDC1 inh = HKDC1 hexokinase inhibitors, primary screen, biochemical, fluorescence, uHTS | recombinant HKDC1, G6PDH/diaphorase resazurin coupled fluorescence | 0.16% of 340,000 active | inhibition, % at 20 µM | AID 493160, 2011 | Q2TB90;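 active = inhibition above about 35% when tested at 20 µM, limit read from the data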;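 also: plate controls were DMSO wells with enzyme for no effect and DMSO wells lacking enzyme for full effect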
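Test system: recombinant HKDC1 (HK5) hexokinase enzyme, produced in-house; Amount: enzyme 5 µg/mL final; Buffer or medium: Tris pH 8.0 buffer with MgCl2, Tween-20, BSA, BME; Reagent: glucose and ATP substrates; Doses: 20 µM test compound, 1% DMSO; Incubation: 90 min reaction incubation at room temperature, dark; Detection: resorufin fluorescence at 613 nm.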
Apaf1 inhib = inhibitors of human Apaf-1 apoptosome, primary screen, biochemical, DEVD-Rh110 fluorescence, uHTS; reconstituted apoptosome caspase-3 activity; inhibition, % at 20 µM; 0.71% of 330,000 active; active = inhibition of at least 40% at 20 µM;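 also: plate controls were DMSO wells for no effect and DEVD-CHO caspase inhibitor wells for full effect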
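System – cell-free apoptosome with Apaf-1, procaspase-3 and caspase-9 · Buffer or medium – pH 7.5 Hepes buffer with CHAPS, BSA, DTT · Also added – cytochrome c with DEVD-Rh110 · Times – 30 min compound preincubation, 50 min activation, room temperature · Technique – Rh110 fluorescence intensity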
Gli-Sufu antag = Gli-Sufu pathway antagonists, primary screen, luciferase luminescence, Sufu-KO-LIGHT cells, uHTS | Sufu-KO-LIGHT fibroblasts, Gli luciferase reporter luminescence | inhibition, % at 5 µM | 0.74% of 340,000 active | AID 588413, 2011;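 active = inhibition above about 55%, limit read from the data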;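 also: 0% = DMSO-treated cells and 100% = wells with medium but no cells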
Jurkat NFkB inh = inhibitors of induced NF-kB luciferase reporter, primary screen, TCR NF-kB activation inhibitor project, cell-based, luminescence, uHTS; Jurkat, PMA/ionomycin-induced NF-kB luciferase reporter; inhibition, % at 4 µM; 0.53% of 330,000 active; AID 435003, 2010
SENP7 inh = SENP7 protease inhibitors, primary screen, biochemical, luminescence, uHTS; Sentrin-specific protease 7 (Homo sapiens), Q9BQF6; inhibition, % at 5 µM; AID 434973, 2010; recombinant SENP7, Z-RLRGG-aminoluciferin luminescence, 40 min; 1.5% of 330,000 active;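 active = inhibition above about 50% at the single test dose, limit read from the data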;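 also: plate controls were DMSO with enzyme for no effect and no enzyme buffer wells for full effect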
Target sequence (Q9BQF6 706-1050 limits assumed): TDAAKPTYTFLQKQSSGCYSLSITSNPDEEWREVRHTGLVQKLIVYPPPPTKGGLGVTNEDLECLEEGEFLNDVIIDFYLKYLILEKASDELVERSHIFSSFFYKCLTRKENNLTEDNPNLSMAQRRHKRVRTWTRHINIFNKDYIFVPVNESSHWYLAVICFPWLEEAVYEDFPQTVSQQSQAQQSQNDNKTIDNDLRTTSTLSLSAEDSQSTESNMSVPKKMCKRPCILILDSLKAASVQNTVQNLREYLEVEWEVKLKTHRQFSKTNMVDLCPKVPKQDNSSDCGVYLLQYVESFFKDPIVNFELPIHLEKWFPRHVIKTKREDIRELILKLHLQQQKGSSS
* marks the source's active call; other numbers are inactive results; . = no result given. Rule as the data show it, unless noted: active = inhibition above about 50%; inactive = the rest.

1: CCCCCCC[C@@H](C/C=C/CCC(=O)N(C)C/C(=C/Cl)C/C(=C\C(=O)N1C[C@H](O)CC1=O)OC)OC
2: Nc1ccc(Sc2cnn(-c3ccccc3)c(=O)c2Cl)cc1
3: CCOc1ccc(S(=O)(=O)N2CCN(C(=O)Cc3n[nH]c(=O)c4ccccc34)CC2)cc1
4: Cc1noc(C)c1C(=O)Nc1cc(Cl)ccc1N1CCOCC1
5: CC(C)C[C@@H](CO)N1CCN(Cc2ccc(O)cc2)CCC1=O
6: CC1CCCC(N2CCN(C(=O)c3cccc(F)c3)CC2)C1 (stereo not given)
7: O=C(Nc1ccc2c(c1)OCO2)C1CC1(Cl)Cl (stereo not given)
8: O=C(COc1ccc2c3c(c(=O)oc2c1)CCCC3)N[C@@H](Cc1ccccc1)C(=O)O

assay / entry	1	2	3	4	5	6	7	8
697 NFkB inh	-25	-3	16	8	31	-10	-22	18
UBC13 inh	24	-6	2	4	2	-6	-4	-3
SENP8 inh	-5	5	15	-2	-7	2	-6	6
HKDC1 inh	-2	-1	1	-12	2	-3	5	6
Apaf1 inhib	33	7	5	0	-3	-6	-4	-2
Gli-Sufu antag	-4	-5	-2	46	4	2	-13	3
Jurkat NFkB inh	-6	-10	6	-7	10	-5	-20	-5
SENP7 inh	7	5	-12	2	1	-1	7	-5

6 of the entries above in order of their number in UBC13 inh, largest number first.
| No. | Structure | 697 NFkB inh | UBC13 inh | HKDC1 inh | Jurkat NFkB inh | SENP7 inh |
| --- | --- | --- | --- | --- | --- | --- |
| 1 | CCCCCCC[C@@H](C/C=C/CCC(=O)N(C)C/C(=C/Cl)C/C(=C\C(=O)N1C[C@H](O)CC1=O)OC)OC | -25 | 24 | -2 | -6 | 7 |
| 4 | Cc1noc(C)c1C(=O)Nc1cc(Cl)ccc1N1CCOCC1 | 8 | 4 | -12 | -7 | 2 |
| 3 | CCOc1ccc(S(=O)(=O)N2CCN(C(=O)Cc3n[nH]c(=O)c4ccccc34)CC2)cc1 | 16 | 2 | 1 | 6 | -12 |
| 8 | O=C(COc1ccc2c3c(c(=O)oc2c1)CCCC3)N[C@@H](Cc1ccccc1)C(=O)O | 18 | -3 | 6 | -5 | -5 |
| 7 | O=C(Nc1ccc2c(c1)OCO2)C1CC1(Cl)Cl (stereo not given) | -22 | -4 | 5 | -20 | 7 |
| 2 | Nc1ccc(Sc2cnn(-c3ccccc3)c(=O)c2Cl)cc1 | -3 | -6 | -1 | -10 | 5 |

More results follow.
9: O=c1c2cc3ccccc3n2cnn1Cc1ccccc1F
10: CC1CCCCC1NC(=O)c1ccc2c(c1)[nH]c(=O)n2C1CCCC1 (stereo not given)
11: O=C(NC(NC(=S)Nc1ccccc1Cl)C(Cl)(Cl)Cl)c1cccc(Cl)c1 (stereo not given)
12: COc1ccc(/C=C/C(=O)NCc2nc3ccccc3[nH]2)cc1OC
13: CCOc1cc(C(=O)Nc2c3c(nn2C(C)(C)C)CS(=O)C3)cc(OCC)c1OCC (stereo not given)
14: CCC(c1nnc(SC(C)C(=O)NC2CC2)n1-c1ccc(OC)cc1)N(C)C (stereo not given)
15: Cc1[nH]nc(SCC(=O)NCCc2ccccc2)c1[N+](=O)[O-]
16: N#Cc1ccccc1NC(=O)COC(=O)c1ccc2c(c1)OCCO2

assay / entry	9	10	11	12	13	14	15	16
697 NFkB inh	-9	-1	8	3	-12	-1	14	22
UBC13 inh	-3	-1	-3	-6	-1	4	-3	9
SENP8 inh	-4	0	-3	-2	-9	-3	1	-5
HKDC1 inh	-5	4	-1	-7	-6	-4	-1	-4
Apaf1 inhib	18	13	13	1	-2	2	-14	-3
Gli-Sufu antag	1	3	14	-5	-4	4	-7	7
Jurkat NFkB inh	17	-22	21	10	-16	-21	2	1
SENP7 inh	-2	-8	1	4	-4	5	-2	3

17: NC(=O)COC(=O)c1ccc2noc(-c3ccccc3)c2c1
18: CCOC(=O)C1=C(C)N(C[C@@H]2CC[C@@H](Cc3ccc(-c4ccccc4)cc3)O2)C(=O)NC1C1CC1 (stereo not given in full)
19: O=C(CSc1nnnn1C1CC2CCC1C2)Nc1ccnc2ccccc12 (stereo not given)
20: CC(=O)Nc1ccc(C(=O)NCC2(N3CCCCC3)CCCCC2)cc1
21: CC1CN(C(=O)c2ccc(NS(=O)(=O)c3ccc(F)cc3)cc2)CC(C)O1 (stereo not given)
22: CC(C)(C)OC(=O)NC(CO)c1cn([C@@H](Cc2cc3ccccc3[nH]2)C(=O)N2CCN(C(=O)OC(C)(C)C)CC2)nn1 (stereo not given in full)
23: COc1ccc([C@H](C)NC[C@H](O)c2ccc(O)c(NC=O)c2)cc1
24: CCCCn1c(N)c(N(CC(C)C)C(=O)CSc2ccccc2C)c(=O)[nH]c1=O

assay / entry	17	18	19	20	21	22	23	24
697 NFkB inh	-116	5	95*	19	16	22	0	-1
UBC13 inh	-9	.	4	2	0	-8	9	-6
SENP8 inh	-17	.	-7	5	-3	-1	-6	-12
HKDC1 inh	2	10	-2	-10	-2	-1	0	-5
Apaf1 inhib	-2	34	-2	5	5	-1	3	9
Gli-Sufu antag	.	9	83*	14	7	-1	-10	1
Jurkat NFkB inh	-2	.	83*	-8	2	5	-7	5
SENP7 inh	-7	1	6	-1	-13	1	3	13

25: CCOCC(=O)Nc1ccc(OCc2ccccc2)cc1
26: Cc1ccc2cccc(S(=O)(=O)N3CCN(c4cccc(Cl)c4)CC3)c2n1
27: Cc1ccc(NC(=O)c2ccc3c(=O)n4c(nc3c2)CCC4)cc1F
28: CCCCOc1ccc(CSCCNC(=S)Nc2ccccc2)cc1
29: CCc1ccc2c(c1)cc(CN(C(=S)Nc1ccc(Cl)cc1)C1CC1)c1nnnn12
30: COCCNC(=O)CCC(=O)NNc1nc2ccccc2c2nc(C)nn12
31: O=C1c2ccccc2C2(c3ccccc3)NCCCN12 (stereo not given)
32: O=C(COC(=O)c1ccccc1SCC(=O)N1CCCC1)Nc1ccccc1C(F)(F)F

assay / entry	25	26	27	28	29	30	31	32
697 NFkB inh	-7	19	-34	-21	-12	-4	14	-1
UBC13 inh	8	-7	6	-9	-25	-6	6	3
SENP8 inh	10	-7	-7	-9	-2	-3	6	-5
HKDC1 inh	-5	-3	-3	-2	-3	4	-14	1
Apaf1 inhib	0	10	3	27	-3	9	-14	14
Gli-Sufu antag	-19	3	-51	25	-3	-11	-1	-7
Jurkat NFkB inh	-46	11	-92	32	17	-1	5	-6
SENP7 inh	11	-7	1	-2	1	-6	-1	-4

Results in sequence from the entries so far:
Gli-Sufu antag, entries 25–32: -19, 3, -51, 25, -3, -11, -1, -7
Jurkat NFkB inh, entries 25–32: -46, 11, -92, 32, 17, -1, 5, -6

Following part
33: O=C(Nc1cccc(NC(=O)c2c(F)cccc2F)n1)c1c(F)cccc1F
34: CCn1cnc2cc(NS(=O)(=O)c3ccc(OC)c(OC)c3)ccc21
35: O=C(CC(C(=O)O)c1cccc(Cl)c1Cl)c1ccccc1 (stereo not given)
36: COc1ccc(-c2cnc(SCC(=O)Nc3ccc4c(c3)OCO4)n2Cc2ccco2)cc1
37: O=C(CSc1nnnn1-c1ccccc1)NC(=O)Cc1ccccc1
38: Cc1ccc(-c2nc(CS(=O)CC(=O)NCCCc3ccccc3)c(C)o2)cc1 (stereo not given)
39: O=c1[nH]cnc2c1nc(SCc1ccccc1)n2C1OC(CO)C(O)C1O (stereo not given)
40: CCN1CCN(CC(=O)Nc2nc3ccc(C)cc3s2)CC1

assay / entry	33	34	35	36	37	38	39	40
697 NFkB inh	1	2	10	-27	0	5	16	-4
UBC13 inh	2	-4	0	12	-9	-1	3	3
SENP8 inh	-3	-1	7	-2	-12	3	-2	0
HKDC1 inh	-3	1	-4	2	-2	-2	0	-1
Apaf1 inhib	14	-3	-1	13	4	12	1	4
Gli-Sufu antag	13	1	6	-5	9	5	-10	17
Jurkat NFkB inh	0	-7	11	2	-5	10	-4	-29
SENP7 inh	-4	-1	3	2	-1	-1	-2	3

From compound 37 up to 40, copied from above:
37: O=C(CSc1nnnn1-c1ccccc1)NC(=O)Cc1ccccc1
38: Cc1ccc(-c2nc(CS(=O)CC(=O)NCCCc3ccccc3)c(C)o2)cc1 (stereo not given)
39: O=c1[nH]cnc2c1nc(SCc1ccccc1)n2C1OC(CO)C(O)C1O (stereo not given)
40: CCN1CCN(CC(=O)Nc2nc3ccc(C)cc3s2)CC1

assay / entry	37	38	39	40
697 NFkB inh	0	5	16	-4
UBC13 inh	-9	-1	3	3
SENP8 inh	-12	3	-2	0
HKDC1 inh	-2	-2	0	-1
Apaf1 inhib	4	12	1	4
Gli-Sufu antag	9	5	-10	17
Jurkat NFkB inh	-5	10	-4	-29
SENP7 inh	-1	-1	-2	3

The list goes on:
41: O=C(Nc1cnccn1)c1ccc(Cl)cc1
42: CN(CC(=O)N1CCOCC1)S(=O)(=O)c1ccc2ccccc2c1
43: CCOc1ccc(C(CC(=O)O)NC(=O)C2c3ccccc3Oc3ccccc32)cc1 (stereo not given)
44: CC(=O)N1CCc2cc(S(=O)(=O)NCCC(=O)N3CCN(c4ccccn4)CC3)ccc21
45: CNC(=S)NNC(=O)c1ccc2c(c1)OCO2
46: O=C(NCCOc1ccccc1)c1cncc(Br)c1
47: Cc1cc(C)c(S(=O)(=O)N2CCN(C(=O)c3ccc4c(c3)OCO4)CC2)c(C)c1
48: O=c1[nH]c2ccccc2s1

assay / entry	41	42	43	44	45	46	47	48
697 NFkB inh	-2	-14	-2	5	14	-39	-1	10
UBC13 inh	-8	1	-7	6	-7	5	5	2
SENP8 inh	-16	-3	-1	-1	-12	0	9	-1
HKDC1 inh	-4	-8	-7	-4	0	6	1	-5
Apaf1 inhib	1	-4	0	1	7	3	9	-5
Gli-Sufu antag	0	2	1	6	-5	10	13	4
Jurkat NFkB inh	-7	-4	-3	-7	-8	-24	22	1
SENP7 inh	-11	-2	-8	5	-12	5	1	8

49: O=C(Nc1ccncc1)C1CCN(S(=O)(=O)c2ccc(Cl)c(C(F)(F)F)c2)CC1
50: CN(C)c1ncc(CN2CCC(CO)(CCCc3ccccc3)CC2)s1
51: COc1ccccc1/C=N/NC(=O)CCn1cnc2ccccc21
52: CCOc1ccc(CN2C(=O)c3ccccc3C2=O)cc1C(=O)NC1CC(C)(C)NC(C)(C)C1

assay / entry	49	50	51	52
697 NFkB inh	8	-3	-32	5
UBC13 inh	2	-1	-22	45
SENP8 inh	-7	4	-7	5
HKDC1 inh	-3	-5	-9	-6
Apaf1 inhib	9	-2	3	-19
Gli-Sufu antag	11	9	-5	3
Jurkat NFkB inh	5	4	1	5
SENP7 inh	5	-2	1	1
